ER stress surv = ER stress cell death inhibition; CSM14.1 thapsigargin ER stress survival, ATP luminescence; 48,000 compounds, 0.33% hits; relative survival (cellular ATP), % at 15 µg/mL (by protocol);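 active means survival measured by cellular ATP above 50% at 15 µg/ml in the first screen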;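 further: cell death triggered by about 15 µM thapsigargin; ATP read 24 h after thapsigargin was added; plate controls were thapsigargin with DMSO for no effect and DMSO without thapsigargin for full effect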
Numbers without * were called inactive.

SMILES | ER stress surv
CN(CCN(C)/N=C/c1cc([N+](=O)[O-])ccc1O)/N=C/c1cc([N+](=O)[O-])ccc1O | 13
Cc1ccc(C(=O)NC(=S)NCCc2ccccc2)cc1 | -3
O=[N+]([O-])c1ccc(OCC(O)CN2CCCCC2)cc1 (stereo unspecified) | 0
COc1ccc(NC(=O)n2nc(C(F)(F)F)nc2N)cc1 | 10
CCC(Sc1n[nH]c(=O)[nH]c1=O)C(=O)OCc1ccccc1 (stereo unspecified) | 8
Cc1ccc2oc(-c3cccc(NS(=O)(=O)c4ccccc4)c3C)nc2c1 | -2
O=C(NNC(=O)c1cccc(Cl)c1)c1ccc(F)cc1 | 16
O=C(c1nn2c(c1Cl)NC(c1cccs1)CC2C(F)(F)F)N1CCN(c2ccc(F)cc2)CC1 (stereo unspecified) | 6
O=C(N/N=C\c1cccc2ccccc12)C1CC(=O)N(c2ccc(F)cc2)C1 (stereo unspecified) | -1
CCOc1ccc(N2C(=O)CC(NCc3ccc(S(N)(=O)=O)cc3)C2=O)cc1 (stereo unspecified) | 7
Cc1c(C(=O)OC(C)C)sc(NC(=O)c2ccc(Br)o2)c1C(=O)OC(C)C | 9
COc1ccc(/C(C)=N/N2C(=O)c3ccccc3C2=O)cc1 | 1
CCS(=O)(=O)c1nc2ccc([N+](=O)[O-])cc2s1 | -13
C=CCOc1ccc(Cl)cc1C=C1C(=O)NC(=O)NC1=O | 1
Nc1cc(N)c(OCC(F)(F)F)cc1OCC(F)(F)F | 8
O=c1[nH]cnc2c1C(c1ccc(Cl)cc1)c1c(nc[nH]c1=O)O2 | 10
CCOC(=O)CSc1nnc2c3ccccc3n(C)c2n1 | 0
CCOc1ccccc1C(=O)Nc1nnc(CC)s1 | 14
O=C(O)COc1ccccc1/C=N/NC(=O)/C(=C\c1ccc2c(c1)OCO2)NC(=O)c1ccccc1 | -4
CCOc1ccccc1N1CCN(C(=O)/C=C/c2ccc(C(C)(C)C)cc2)CC1 | 7
COc1ccccc1C(=S)N1CCOCC1 | 5
Cn1ccnc1SCc1ccc(C(=O)O)cc1 | -3
CC(C)CNC(=O)c1cccc(NC(=O)CSCc2ccccc2)c1 | 20
COC(=O)C1=CN(Cc2ccc(C)cc2)C=C(C(=O)OC)C1c1ccc(OC(F)(F)F)cc1 | 4

A few values from the list:
Value for `COc1ccccc1C(=S)N1CCOCC1` in ER stress surv: 5
Value for `CC(C)CNC(=O)c1cccc(NC(=O)CSCc2ccccc2)c1` in ER stress surv: 20
Value for `CCOc1ccccc1C(=O)Nc1nnc(CC)s1` in ER stress surv: 14
Value for `COC(=O)C1=CN(Cc2ccc(C)cc2)C=C(C(=O)OC)C1c1ccc(OC(F)(F)F)cc1` in ER stress surv: 4

Next part.
SMILES | ER stress surv
CN(C)C(=O)NCCSCc1ccccc1Cl | 4
CN(C)c1ccc(NC(=O)Nc2ccc(Cl)cc2)cc1 | 0
O=C1S/C(=C/c2ccccc2)C(=O)N1CNc1ccc(I)cc1 | 5
COc1ccc(C(NC(C)=O)NC(C)=O)cc1OC | 6
COc1ccc(NC(=O)C2(C)CC3C=CC2C3)cc1 (stereo unspecified) | -4
O=C1CC(c2ccc(Cl)cc2)CN1C(=O)Nc1ccccc1 (stereo unspecified) | 7
O=C(Cc1ccc(Cl)cc1)NCc1cccnc1 | 3
COc1ccc(-c2nc3ccccc3nc2N2CCOCC2)cc1 | 1
O=[N+]([O-])c1ccc2c(c1)C1C=CCC1C(c1ccc(Cl)cc1)N2 (stereo unspecified) | 2
CCOC(=O)c1c(NC(=O)c2nn3c(c2Cl)NC(c2cccs2)CC3C(F)(F)F)sc2c1CCC2 (stereo unspecified) | 0
O=C(O)c1ccccc1NC1=C(Cl)C(=O)N(c2ccc(Cl)cc2)C1=O | 2
O=C1CCCC2=C1C(c1ccc(O)cc1)Nc1ccccc1N2 (stereo unspecified) | 10
CCOC(=O)C1C(=O)C=C(/C=C/c2ccco2)CC1c1ccccc1 (stereo unspecified) | 5
CC1(C)CC(=O)C=C(NCC2CCNCC2)C1 | 6
Fc1ccc(NC(=S)Nc2ccc(Oc3ccccc3)cc2)cc1 | 0
COc1ccc(CNCc2ccc([N+](=O)[O-])cc2)c(OC)c1 | -5
Cc1cc(C)nc(NS(=O)(=O)c2ccc(NC(=O)CSc3nnnn3-c3ccccc3)cc2)n1 | 3
O=C(/C=C/c1ccc2c(c1)OCO2)c1ccncc1 | 6
O=S(=O)(Nc1ccc(Br)cn1)c1ccccc1 | -2
CN(C)CCN1C(=O)C(=O)/C(=C(/O)c2ccccc2)C1c1ccc(F)cc1 (stereo unspecified) | 2
CC(c1ccccc1)N1C(=O)/C(=C/c2cccc([N+](=O)[O-])c2)SC1=S (stereo unspecified) | 10
Cc1cc(C(=O)NCc2cccnc2)ccc1[N+](=O)[O-] | 15
CCOCCOC(=O)c1ccc(NC(=O)c2ccc([N+](=O)[O-])cc2)cc1 | 7
O=C(Nc1ccc2oc(-c3ccccc3)nc2c1)c1ccc2c(c1)OCCO2 | 2
CCOC(=O)c1c(NC(=O)CN2C(=O)S/C(=C\c3ccccc3)C2=O)sc2c1CCCC2 | 11
O=C1C(Nc2ccccc2)=CC(c2ccccc2F)N1c1ccccc1 (stereo unspecified) | 2
Nc1cccc(NC(=O)CCC(=O)O)n1 | 8
O=[N+]([O-])c1ccc(C2CNC(c3ccccc3O)O2)cc1 (stereo unspecified) | -1
O=C(Nc1cc(Cl)cc(Cl)c1)c1cccnc1 | -3
CN(C)CCN1C(=O)C(=O)/C(=C(/O)c2ccccc2)C1c1ccc2c(c1)OCO2 (stereo unspecified) | 7
Cc1ccc(N=Cc2ccccc2O)cc1F | 8
COc1ccc(CCNC(=O)CSc2nc3ccccc3s2)cc1OC | 10
COc1cc(C=C2C(=O)NC(=S)NC2=O)cc(Br)c1O | 0
CC1=NN(c2ccc(Cl)c(Cl)c2)C(=O)/C1=C/c1cccc([N+](=O)[O-])c1 | 2
O=C(Nc1cccc(-c2nc3ccccc3s2)c1)c1ccncc1 | 0
NC(=O)c1ccc(NC(=O)C2CCCC2)cc1 | -14
O=C(Nc1ccc(Cl)c(Cl)c1)Nc1nnc(CCc2ccccc2)s1 | 6
Cc1ccc(OCC(=O)Nc2nc(-c3ccccc3)cs2)c(C)c1 | 2
CN1C(CC(=O)Nc2ccc(Br)cc2)c2ccccc2CC1(C)C (stereo unspecified) | -4
COc1ccc(Cl)cc1C(=O)Nc1cc(C)cc(C)n1 | 6
COc1cc(C=NN2CCN(Cc3ccc(C)cc3C)CC2)cc(Br)c1O | -14
CCC1=NN2C(=N)/C(=C/c3ccc(-c4ccc(F)c(Cl)c4)o3)C(=O)N=C2S1 | 8
COc1ccc(C(C)NC(=O)c2ccc(OC)c(OC)c2)cc1 (stereo unspecified) | 18
Cc1cccc(NC(=O)C(=O)NCc2ccccc2Cl)c1C | 9
CC(=C\c1ccccc1)/C=C1/SC(=Nc2ccc(F)cc2)NC1=O | 30
COc1ccc(C2C3C(=O)N(c4ccc(Br)cc4)C(=O)C3N3CCCN23)cc1 (stereo unspecified) | 2
O=C(Nc1nc2ccccc2s1)c1ccncc1 | -2
COC(=O)c1ccc(/C=N/NC(=O)COc2ccc(C(C)(C)CC(C)(C)C)cc2[N+](=O)[O-])cc1 | -6
Cc1ccc(Cl)c(OCCCN2CCOCC2)c1 | -2
CCCOc1ccc(C(=O)Nc2ncc(Cc3ccccc3Cl)s2)cc1 | -1
COc1ccc(N2CCSC2c2ccco2)cc1 (stereo unspecified) | 4
COc1ccc(C(O)(CNCc2ccccc2)c2ccc(Br)cc2)cc1 (stereo unspecified) | -10
COc1ccc(OCC(O)Cn2c(C)nc3ccccc32)cc1 (stereo unspecified) | 14
O=C(Nc1ccc(Cl)cc1)Nc1nnc(Cc2cccc(Br)c2)s1 | -2
CC(=O)Nc1ccc(S(=O)(=O)Nc2ccc(Br)c(Cl)c2)cc1 | 6
Cc1ccc(-n2c(C)cc(C=C3C(=O)NC(=S)NC3=O)c2C)cc1C | -7
COc1ccc(CN2CCN(C3CC4CCC3C4)CC2)c(OC)c1OC (stereo unspecified) | -4
COC(=O)CN(C(C)=O)C(c1ccccc1)c1cc(Br)ccc1NC(=O)c1ccccc1Cl (stereo unspecified) | 2
COc1cc(NC(=O)COc2ccc(Cl)cc2Cl)c2ncccc2c1 | 11
O=C(c1ccco1)N1CCc2ccccc21 | 0
The listing continues.
SMILES | ER stress surv
COc1ccc(Cc2cnc(NC(=O)c3ccc(C)cc3)s2)cc1 | 6
COc1ccc(N(CC(=O)N2CCOCC2)S(=O)(=O)c2ccc(C)cc2)c(OC)c1 | -3
Cc1ccc(OC2=NS(=O)(=O)c3ccccc32)cc1 | 1
CCOc1ccc2nc(SCC(=O)Nc3ccc(CC)cc3)sc2c1 | 2
O=C(N/N=C/c1cccc(Cl)c1Cl)c1cc(Br)ccc1O | -12
Cc1ccc(O)c(C2=NOC(O)(C(F)(F)F)C2)c1 (stereo unspecified) | 0
CN1CCN(C(=O)c2cc3nc(-c4cccs4)cc(C(F)(F)F)n3n2)CC1 | -2
Cc1nnc(SCC(=O)Nc2ccc3c(c2)C(=O)c2ccccc2C3=O)s1 | -5
N/C(=N\OC(=O)C1CCCCC1)c1cccc([N+](=O)[O-])c1 | 15
Cc1ccc(S(=O)(=O)N/N=C/c2ccccc2C(F)(F)F)cc1 | 6
Cc1ccc(C2=CC(=O)N(c3cccc(C(F)(F)F)c3)C2=O)cc1 | -1
CC(=O)N1CCN(c2ccc([N+](=O)[O-])c(NC3CC3)c2)CC1 | 0
CC(C)Oc1ccc(C2CC(=O)N(c3cccc(Br)c3)C2=O)cc1 (stereo unspecified) | 7
COc1cc(C(O)c2nc3ccccc3n2C)cc(OC)c1OC (stereo unspecified) | -5
Cc1occc1C(=O)N1CCCc2ccccc21 | -6
CC(C)(C)SCCN=C1NS(=O)(=O)c2ccccc21 | 3
O=C1NC(=S)NC(=O)C1=Cc1cc2c(cc1Cl)OCO2 | 6
COc1cc(OC)c(OC)cc1CN1CCN(S(C)(=O)=O)CC1 | -1
CCOc1ccc(C(=O)Nc2ccc(I)cc2Cl)cc1Cl | 0
CCc1cccc(C)c1NC(=O)C1CC=CCC1C(=O)O (stereo unspecified) | 0
O=C1NC(=O)N(c2ccc3c(c2)OCO3)C(=O)/C1=C/c1ccc(I)o1 | -2
Cc1ccc(N(CC(=O)N=Nc2c(O)[nH]c3ccccc23)S(=O)(=O)c2ccccc2)cc1 | 18
CCOC(=O)c1ccc(-c2ccc(/C=C3/C(=O)NN(c4ccc(F)cc4)C3=O)o2)cc1 | 8
O=C(Nc1ccccc1C(=O)Nc1ccc(Cl)cc1)c1ccco1 | -1
Cc1ccc2c(Cl)c(C(=O)O)sc2c1 | 6
COc1ccc(C=Nc2cccc(-c3cnc[nH]3)c2)cc1 | 0
CC(=O)C1C(=O)CC(C)(O)C(C(C)=O)C1c1ccc(N(C)C)cc1 (stereo unspecified) | 0
O=[N+]([O-])c1ccc(OCCCCNCCO)cc1 | -15
Cc1ccc(/C(O)=C2\C(=O)C(=O)N(CCCC(=O)O)C2c2ccc(F)cc2)cc1 (stereo unspecified) | -4
CCOc1ccc(NC(=O)CN(c2ccc(OC)cc2)S(C)(=O)=O)cc1 | -2
CN(c1ccc(C(=O)NCCSCc2ccccc2)cc1)S(=O)(=O)c1ccccc1 | 6
C=C(C)CSc1nc(SCC(=C)C)c2c3c(sc2n1)COC(C)(C)C3 | 0
O=C1NC(=O)N(c2ccc(Cl)cc2)C(=O)/C1=C/c1ccc(Oc2ccc([N+](=O)[O-])cn2)cc1 | 2
CC(C)=NNC(=O)C(C)Sc1ccccc1 (stereo unspecified) | 5
O=C(NCC1(c2ccccc2)CCCC1)c1cc2ccccc2o1 | 11
CC(NC(=O)c1ccccc1)C(=O)OCC(=O)Nc1ccc(S(N)(=O)=O)cc1 (stereo unspecified) | 6

Copied from the results shown, 7 compounds:
SMILES | ER stress surv
CN(CCN(C)/N=C/c1cc([N+](=O)[O-])ccc1O)/N=C/c1cc([N+](=O)[O-])ccc1O | 13
Cc1ccc(C(=O)NC(=S)NCCc2ccccc2)cc1 | -3
O=[N+]([O-])c1ccc(OCC(O)CN2CCCCC2)cc1 (stereo unspecified) | 0
COc1ccc(NC(=O)n2nc(C(F)(F)F)nc2N)cc1 | 10
CCC(Sc1n[nH]c(=O)[nH]c1=O)C(=O)OCc1ccccc1 (stereo unspecified) | 8
Cc1ccc2oc(-c3cccc(NS(=O)(=O)c4ccccc4)c3C)nc2c1 | -2
O=C(NNC(=O)c1cccc(Cl)c1)c1ccc(F)cc1 | 16

Reprinted at random: 4 compounds from above, in no set order.
SMILES | ER stress surv
O=[N+]([O-])c1ccc(OCC(O)CN2CCCCC2)cc1 (stereo unspecified) | 0
CN(CCN(C)/N=C/c1cc([N+](=O)[O-])ccc1O)/N=C/c1cc([N+](=O)[O-])ccc1O | 13
COc1ccc(Cl)cc1C(=O)Nc1cc(C)cc(C)n1 | 6
Fc1ccc(NC(=S)Nc2ccc(Oc3ccccc3)cc2)cc1 | 0

The list continues:
SMILES | ER stress surv
CCOC(=O)CC(C(=O)OCC)P(=O)(c1ccccc1)c1ccccc1 (stereo unspecified) | 4
COc1cc(C(=O)NC(NC(=S)Nc2ccc(NC(C)=O)cc2)C(Cl)(Cl)Cl)cc(OC)c1OC (stereo unspecified) | 0
CCC(=O)N1N=C(C)CC1(O)c1ccccc1 (stereo unspecified) | 11
CCCc1ccc2c(N)c(C(=O)c3ccc(Cl)cc3)sc2n1 | 7
COc1ccc(/C=C/C(=O)Nc2cc(C)ccc2C)cc1 | 1
Cc1cc(Cl)ccc1OCC(=O)Nc1sc2c(c1C(N)=O)CCC(C)C2 (stereo unspecified) | 10
COc1cccc(N2C(=O)C3C4C=CC(C4=C4CCCCC4)C3C2=O)c1 (stereo unspecified) | 1
CCOC(=O)CSc1nc(-c2ccccc2)cc(-c2ccccc2)n1 | 1
COc1ccc(NC(=O)/C(=C\c2ccccc2OC)NC(=O)c2ccccc2OC)cc1 | 8
COc1cccc(C=C2C(=O)NC(=S)NC2=O)c1OC | 9
Cc1ccc(-c2ccc(OCC(=O)Nc3ccc4c(c3)OCCO4)cc2)cc1 | 2
CC(=O)N1C(=O)NC2CC1NC(=O)N2C(C)=O | 0
COc1ccc(OC)c(NC(=O)c2ccccc2CCc2ccccc2)c1 | 12

From PubChem BioAssay

These rows are one share of the data; rates above refer to the full screens.
